MBNL1-CUG inh = qHTS Assay for Inhibitors of MBNL1-poly(CUG) RNA binding; Muscleblind-like protein 1 (Homo sapiens), Q9NR56; TR-FRET MBNL1-His/biotin-(CUG)12 binding, 665/545 ratio; Potency, µM (series often up to 57.5 µM), inactives show at the top dose activity change, negative = inhibition, hits mostly inhibitors; 0.036% of 280,000 active; AID 2675, 2010; active means well fitted inhibition curve with a large enough effect in the signal ratio, with a control signal flat, not every such curve was filed as active; inconclusive means small, poorly fitted or top-dose-only effect, or effect the other way, or a change in a side signal; inactive means no such curve, though single readings can be large or run the other way; the % refers to the signal ratio; further: potency means the concentration at half of the fitted maximal effect; on the % scale 0 is the no-effect control and ±100 the full control effect
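Compound titration spanned 92 nM–58 uM against the MBNL1-His/biotin-(CUG)12 complex. After 60 min at room temperature with 5 nM streptavidin-XL665 and 0.055 ng/ul terbium anti-His, ratiometric 665/545 nm emission (Ex 340 nm) normalized to controls.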
AT treatment = qHTS Assay for Identifying a Potential Treatment of Ataxia-Telangiectasia; […] A-T fibroblasts, KAP-1 phosphorylation AlphaLISA; neocarzinostatin DNA damage 30 min before lysis; AID 485349, 2010; Potency, µM (doses to about 57.5 µM), inactives show at the top dose activation, hits mostly activators; 0.19% of 320,000 active; further: potency means the concentration at half of the fitted maximal effect; % of control where 0% means no effect; nearly all actives have a fitted effect of over 45% in size
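hTERT-immortalized A-T patient fibroblasts ([…]), 500 cells/well in OPTI-MEM, 1% FBS, got compounds for 60 min, then NCS for 30 min at 37C. Lysates were then assayed for phospho-KAP-1 by AlphaLISA (anti-pKAP1 donor, anti-KAP1 acceptor beads), 6 hr at 25C.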
MLL CXXC-DNA inh = qHTS Fluorescence Polarization Assay for Inhibitors of MLL CXXC domain - DNA interaction; Histone-lysine N-methyltransferase 2A (Homo sapiens), Q03164; MLL-CXXC / FITC-HOXA9 DNA fluorescence polarization; Potency, µM (series often up to 115 µM), for inactives: at the top dose activity change, negative = inhibition, usual class: inhibitors; 0.037% of 290,000 active; active means well fitted inhibition curve with a large enough effect in the polarisation, with a control signal flat, not every such curve was filed as active; inconclusive means small, poorly fitted or top-dose-only effect, or effect the other way, or a change in a side signal; inactive means no such curve, though single readings can be large or run the other way; the % refers to the polarisation; further: potency means the concentration at half of the fitted maximal effect
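Purified MLL-CXXC (added from a 7 uM solution) was preincubated 5 min at ambient with pinned compounds in 50 mM Tris-HCl pH 7.5, 50 mM NaCl, 1 mM DTT, 0.05% BSA. Fluorescein-labeled HOX-A9 DNA (50 nM solution) followed, 30 min, then polarization read.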
TRPV1 agonist = HTS Assay for Compounds that Act as Agonists of the Vanilloid Receptor 1; TRPV1-expressing cells, Fluo-8 calcium influx, agonist mode; activation, % at 8.33 µM; Transient receptor potential cation channel subfamily V member 1 (Homo sapiens), Q8NER1; AID 540275, 2011; 0.19% of 320,000 active; in the data active means activation above about 80%; inconclusive means between about 30% and that limit; further: 0% is about no effect
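Cells expressing TRPV1 were dye-loaded with Fluo-8 and read kinetically: 10 s baseline, 3 min after compound (agonist portion), then 2 min after EC20 capsaicin (allosteric enhancer portion). Calcium-bound dye fluorescence at 480/520 nm.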
hERG WT inh = qHTS for Inhibitors of KCHN2 3.1: Wildtype qHTS; 0.37% of 340,000 active; Voltage-gated inwardly rectifying potassium channel KCNH2 (Homo sapiens), Q12809; U2OS, BacMam KCNH2, thallium flux FluxOr; hits give low values; activity change, % at 1.84 µM;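 active means maximum activity change below -70%; inconclusive means maximum activity change between -70% and -50%; inactive means maximum activity change above -50%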; further: on the % scale 0 is the no-effect control and ±100 the full control effect
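U2OS cells transduced with wild-type KCNH2 virus are loaded with FluxOr dye for 45 min, and thallium flux is measured in kinetic reads before and after stimulation buffer. Rate constants are normalized to DMSO controls.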
GALK inh = qHTS Assay for Inhibitors of Human Galactokinase (GALK); Purified GALK, Kinase-Glo residual ATP luminescence; Potency, µM (series often up to 57.5 µM), without a hit: at the highest dose activity change, negative = inhibition, actives largely listed as inhibitors; 0.007% of 270,000 active; AID 1868, 2009; further: potency means the concentration at half of the fitted maximal effect; on the % scale 0 is the no-effect control and ±100 the full control effect
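ATP-depletion format; final 35 uM ATP, 100 uM D-galactose, 5 nM enzyme; pH 8.0 HEPES/Mg2+ buffer; 60 min RT; luminescence read 10 min after detection reagent.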
ASM inhibitor = Inhibitors of Secretory Acid Sphingomyelinase (S-ASM): qHTS. Potency, µM (doses to about 57.5 µM), without a hit: at the highest dose activity change, negative = inhibition, hits mostly inhibitors. 0.006% of 340,000 active. placental ASM, HMU-PC fluorogenic substrate, 60 min. AID 504937, 2011; further: potency means the concentration at half of the fitted maximal effect
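qHTS format. ASM enzyme prepared from human placenta hydrolyses the fluorogenic substrate HMU-PC0 (9 uM final) over 60 min at 37 °C after a 10 min compound preincubation.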
Integrin act MD = qHTS for Activators of Integrin-Mediated Alleviation for Muscular Dystrophy; alpha7betagal myoblasts, beta-gal FDG fluorescence, 48 h; 0.064% of 350,000 active; Potency, µM (top dose mostly 38.3 µM), for inactives: top-dose activation, hits mostly activators;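 further: potency means the concentration at half of the fitted maximal effect; 100% = response of the positive control SU9516; nearly all actives have a fitted effect of over 60% in size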
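Alpha7betagal+/- myoblasts (passage 13) were plated 16-24 hr, then exposed to compounds (1:260 dilution of DMSO stock) for 48 hours at 37C. After MPER lysis, β-galactosidase reporter activity was read as FDG fluorescence (ex 480/em 540) after 30 minutes.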
Coupling enz = qHTS Assay for Inhibitors of Fructose-1,6-bisphosphate Aldolase from Giardia Lamblia: Coupling assay counterscreen. coupling enzyme system counterscreen, AmpLite Red fluorescence. activity change, negative = inhibition, % at 58.2 µM, hits read low. 0.67% of 290,000 active. AID 2472, 2010; in the data active means activity change below about -30%; further: on the % scale 0 is the no-effect control and ±100 the full control effect
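Counterscreen lacking aldolase: glyceraldehyde-3-phosphate coupling-enzyme reagent preincubated 10 min at RT with compound (at 57.5 uM final), then substrate/coupling system with AmpLite Red added; fluorescence read at 525/598 nm after 20 min RT.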
KCNH2 3.1 block = qHTS for Inhibitors of KCHN2 3.1: Mutant qHTS; AID 720553, 2013; activity change, % (tested at about 1.8 µM); Potassium voltage-gated channel subfamily H member 2, brain isoform KCNH2 3.1 (human); 0.95% of 340,000 active; U2OS KCNH2 3.1, thallium flux FluxOr; hits give low values;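 active means maximum activity change below -70%; inconclusive means maximum activity change from -70% to -50%; inactive means maximum activity change above -50%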;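 further: thallium influx rate constant from kinetic fluorescence after stimulation buffer; on the % scale 0 is the no-effect control and ±100 the full control effect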
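We transduce U2OS cells with the mutant 3.1 virus, culture them overnight, load FluxOr with Red40 quencher for 45 min, then add stimulation buffer and read kinetically for 2 min to derive a normalized rate constant.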
An asterisk follows results filed as active; i = inactive; ? = inconclusive; · = not tested or not shown; [ ] = dose if it differs, or a comment. Unless noted, the call rests on the fitted dose curve; in most records, active means well fitted curve in the direction sought with a large enough effect; inconclusive means small, poorly fitted or top-dose-only effect, or another doubt; inactive means no such curve, though single readings can be large; an effect the other way counts as inactive or inconclusive. Compounds as they come. About 2% of those tested had a hit in this group.

Values run as follows: MBNL1-CUG inh	AT treatment	MLL CXXC-DNA inh	TRPV1 agonist	hERG WT inh	GALK inh	ASM inhibitor	Integrin act MD	Coupling enz	KCNH2 3.1 block
CCN(CC(=O)Nc1cccc(OC)c1)CC(=O)Nc1cccc2ccccc12
 : ·	2%	·	8	2	·	-5%	6%	·	5
O=C(CSc1nnc(NC(=O)c2ccco2)s1)Nc1ccc(F)cc1
 : 3%	-2%	2%	-2	·	-2%	0%	-9%	0	13
CCOc1ccc(C(=O)NCC(=O)OC(C)C(=O)NCc2ccco2)cc1OCC (configuration not stated)
 : 0%	6%	4%	·	-3	1%	0%	-40%	5	-6
COc1ccc([N+](=O)[O-])cc1N(CC(O)CN(C)C)S(=O)(=O)c1ccc(C)cc1 (configuration not stated)
 : 29%	0%	4%	1	·	4%	-2%	-42%	0	-7
CC1(C)CC(N2CCCC2)=CC(=[N+]2CCCC2)C1
 : ?	8%	-2%	-6	-1	1%	0%	-13%	6	6
Cc1ccccc1Cn1c(=O)n(CCC(=O)NCc2ccc3c(c2)OCO3)c(=O)c2ccccc21
 : 2%	-2%	33%[activator]	6	1	0%	-2%	14%	3	-9
CCOC(=O)c1ccc(CN2Cc3ccccc3C2=O)cc1
 : -12%	-11%	-10%	3	-2	4%	-1%	-14%	1	7
CN(C)C(CNS(=O)(=O)c1ccc(Br)cc1)c1cccnc1 (configuration not stated)
 : -3%	3%	2%	0	-5	-1%	4%	-1%	0	-17
O=C(NCC1CCCO1)C(c1cccs1)N(Cc1ccccc1Cl)C(=O)c1ccc(-c2ccccc2)[nH]1 (configuration not stated)
 : 0%	5%	6%	11	-1	0%	-8%	6%	0	-43
Fc1ccccc1/C=C/c1ccc2ccccc2n1
 : ·	19%	-2%	?	-7	1%	2%	-41%	4	-16
CC(C)CCNC(=O)C(=O)NC1CCCC1
 : 9%	-3%	13%	-2	0	·	2%	17%	5	·
COc1cccc(C(=O)NNC(=O)CCc2ccccc2)c1
 : 4%	2%	-5%	0	-7	0%	9%	18%	2	-18
O=C(c1ccc(N2CCOCC2)c([N+](=O)[O-])c1)N1CCN(S(=O)(=O)c2cccs2)CC1
 : ?	-4%	-2%	-1	11	1%	-9%	?	0	-12
CC(=O)c1ccc(OC(=O)CCc2nc3ccccc3s2)cc1
 : -2%	21%	32%[activator]	5	15	3%	1%	-18%	-2	5
COc1cccc(N(C(=O)CNC(=O)c2ccco2)C(C(=O)NC2CCCCC2)c2ccncc2)c1 (configuration not stated)
 : -6%	8%	3%	0	8	7%	2%	-28%	0	6
CC[C@@]1(C(=O)OC)N[C@H](CN(C)C(=O)Nc2ccc(C)cc2)[C@@H]2C(=O)N(C)C(=O)[C@@H]21
 : ·	3%	·	·	-2	·	2%	-4%	·	4
CCCOc1ccc(N/C=C/C(=O)C(C)(C)C)cc1
 : -6%	-6%	-6%	8	-6	2%	3%	21%	-3	-13
CCc1cc2c(NCC3CCCO3)nc(C)nc2s1 (configuration not stated)
 : -8%	-4%	-1%	24	-1	-1%	9%	-7%	4	1
COc1cc(CN(C2CC2)S(=O)(=O)c2ccccc2Br)cc(OC)c1
 : ·	3%	·	·	-6	·	-10%	32%	·	-7
COC(CN(C)C(=O)c1cn(C)c2ccc(S(=O)(=O)N(C)C3CCCCC3)cc2c1=O)OC
 : -1%	1%	-13%	1	-17	-2%	-1%	27%	·	5
COc1nc(NC(=O)c2ccc(F)cc2)nc(OC)c1-c1ccccc1
 : 1%	1%	18%	?	-15	1%	-4%	-256%[inhibitor]	1	0
COc1cc(C)c(C(=O)Oc2cc(C)c(C(=O)O)c(O)c2)c(O)c1
 : -2%	0%	58%[activator]	1	-1	-3%	8%	-4%	8	0
Cc1ccc(S(=O)(=O)NCCC(=O)O)cc1
 : -10%	2%	7%	1	-2	1%	-4%	-5%	1	7
Cc1ccc(NC(=O)c2ccccc2NS(=O)(=O)c2ccc(Cl)s2)cc1S(=O)(=O)N1CCOCC1
 : -5%	4%	19%	-4	-8	0%	-1%	-16%	6	-4
CC(OC(=O)C1CCCCC1)C(=O)Nc1ccc(S(N)(=O)=O)cc1 (configuration not stated)
 : ·	-7%	·	5	-4	·	3%	?	·	-3
COc1cc(OC)c(OC)cc1CN1CCN(C(=O)c2cccc3ccccc23)CC1
 : 4%	12%	-12%	2	-6	0%	7%	1%	0	23
Cn1c(CNC(=O)c2ccco2)nnc1SCC(=O)Nc1cccc(F)c1
 : -5%	3%	6%	1	0	3%	2%	17%	3	0
CCCN(CCC)S(=O)(=O)c1ccc(C(=O)Nc2c(C)n(C)n(-c3ccccc3)c2=O)cc1
 : -11%	-13%	6%	3	-3	9%	3%	-24%	1	9
CCCCC(=O)Nc1ccc(C(=O)Nc2ccc(OC)cc2[N+](=O)[O-])cc1
 : 41%[activator]	2%	?	11	-2	-2%	-11%	8%	0	-2
O=C(Cn1c(C(F)(F)F)nc2ccccc21)c1ccc(F)cc1
 : 0%	6%	-8%	1	3	5%	-6%	-6%	-1	-3
CN1CCN(C(=O)CSc2nc(-c3ccncc3)ccc2C#N)CC1
 : -26%	-1%	-1%	-3	4	6%	0%	-12%	0	-4
CN(C)c1ccc(NC(=O)c2cccc(N3C(=O)C4C5C=CC(C5)C4C3=O)c2)cc1 (configuration not stated)
 : 35%[activator]	-3%	-5%	8	-8	-1%	3%	-12%	2	-20
CC(=O)Oc1ccc(-n2c(=O)c3ccccc3c3ccccc3c2=O)cc1
 : -3%	6%	-1%	2	1	1%	-3%	2%	0	-42
CN(CC(=O)Nc1ccccc1Cl)C(=O)COC(=O)CSc1ccc(F)cc1
 : ·	2%	·	9	-9	·	-1%	10%	·	0
Cn1cccc1C(=O)OCC(=O)Nc1cccc(S(=O)(=O)N2CCOCC2)c1
 : -9%	3%	-10%	9	-5	-1%	8%	12%	-1	5
CN(c1ccc(C(=O)N2CCCCCC2)cc1)S(=O)(=O)c1ccc(Cl)cc1
 : -5%	2%	-3%	-1	-2	4%	0%	-42%	·	-11
Cc1ncc(CO)c2c1Oc1nc(-c3ccccc3)nc(SCC(=O)N3CCCCC3)c1C2
 : 3%	-3%	4%	2	-6	-10%	-12%	-34%	·	-8
COc1ccc(CN(Cc2ccc(OC)cc2)C(=O)c2cccs2)cc1
 : -10%	13%	-8%	?	1	-1%	-11%	4%	8	-12
CC1Sc2ccc(S(=O)(=O)CCC(=O)NC3CCCCC3C)cc2NC1=O (configuration not stated)
 : 2%	4%	8%	-1	-4	2%	-3%	4%	·	11
COC(=O)C1=CN(Cc2cccs2)C=C(C(=O)OC)C1c1cccc(O)c1
 : ?	0%	0%	8	4	1%	i	-21%	-1	2
Cc1cc(C)cc(N(CC(=O)NC2CCCC2)C(=O)CCC(=O)Nc2nccs2)c1
 : -3%	4%	-3%	13	-13	2%	-1%	-32%	-1	3
Cc1ccc(SC(C)C(=O)O/N=C(\N)c2ccncc2)cc1 (configuration not stated)
 : -5%	-6%	-2%	11	-13	1%	5%	-1%	·	-5
CCOC(=O)Cc1nc(-c2cccc(C(F)(F)F)c2)no1
 : -5%	1%	-2%	?	6	0%	-1%	36%	1	-3
O=C(CNC(=O)c1ccco1)N=Nc1c(O)[nH]c2ccc([N+](=O)[O-])cc12
 : ?	-3%	4%	-1	-6	-4%	?	33%	-5	1
Cc1ccc(-c2csc3ncnc(Oc4ccc5c(C)cc(=O)oc5c4)c23)cc1
 : 10%	5%	5%	8	-5	-1%	151%[activator]	18%	4	-5
COc1cc(/C=C(\C#N)C(N)=O)ccc1OCc1c(C)no[n+]1[O-]
 : ?	1%	?	3	-1	·	0%	-27%	0	16
COC(=O)c1ccccc1OCCCOc1ccc(C)cc1OC
 : -5%	13%	-16%	9	·	4%	·	·	-8	·
N#CCSc1nnc(COc2cccc3ccccc23)n1-c1cccc(Cl)c1
 : 9%	16%	-12%	11	-6	3%	-22%	36%	-13	-1
O=C(NCc1ccccc1Cl)C1CCN(S(=O)(=O)c2ccc(-n3cnnn3)cc2)CC1
 : -6%	-6%	1%	3	15	2%	-1%	-13%	0	-1
